H9c2 TAG inh: triacylglycerol accumulation inhibition. AID 651582. inhibition, % at 12.5 µM. 0.66% of 230,000 active. H9c2 cells, Nile Red lipid (TAG) fluorescence; cells loaded with 200 µM oleic acid;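 active = pattern-corrected inhibition of lipid staining of at least 50% with the nuclear-stain viability signal not falling by more than 50%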;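 note: 0% = DMSO wells and 100% = triacsin C control wells; some results filed as inactive read as strong as hits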
H9c2 TAG inh DAPI viability: also measured in H9c2 TAG inh; calls as there; DAPI nuclei signal change (viability), lower = more cytotoxic, %;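 whole-well DAPI fluorescence read on a plate reader as a viability signal; minus 50 percent equals half of cells still viable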
* hit, by the source's call.

Start of the data: the first 2 entries, ahead of the listing:
item	mol	H9c2 TAG inh	H9c2 TAG inh DAPI viability
1	CCNC(=S)NNC(=O)c1csc2c1CCC(C)C2 (stereo not given)	8	-1
2	CC12CC(O)C3c4ccc(O)cc4CCC3C1CCC2=O (stereo not given)	2	9

The list itself (from the top)
item	mol	H9c2 TAG inh	H9c2 TAG inh DAPI viability
1	CCNC(=S)NNC(=O)c1csc2c1CCC(C)C2 (stereo not given)	8	-1
2	CC12CC(O)C3c4ccc(O)cc4CCC3C1CCC2=O (stereo not given)	2	9
3	O=C1c2ccccc2NC(c2ccc([N+](=O)[O-])cc2)N1O (stereo not given)	10	-18
4	O=C(O)CCC(=O)N1CCc2cc(S(=O)(=O)N3CC=C(c4ccccc4)CC3)ccc21	14	-8
5	CC(C)CCNC(=O)NC(=O)COC(=O)c1cc(S(=O)(=O)N2CCOCC2)ccc1N1CCCCC1	3	3
6	O=C(CN1CCC(n2nnc3cc(F)ccc32)CC1)N1CCCc2ccccc21	16	-18
7	COc1ccc(C(=O)CSc2nnc(CNc3ccc(C)cc3C)n2Cc2ccco2)cc1	-21	21
8	Cc1ccc(C)c(CN2CCC(n3nccc3NC(=O)CCCc3ccccc3)CC2)c1	9	11
9	O=C(N/N=C/C=N/NC(=O)c1ccco1)c1ccco1	-2	-2
10	O=C(COc1ccccc1)N1CCN(c2ncccn2)CC1	4	9
11	COc1ccc(CC(=O)NNC(=S)NCC2CC2)cc1OC	-13	2
12	NC(=O)c1ccsc1NC(=O)c1ccc([N+](=O)[O-])o1	63	-53
13	CN(CC(=O)Nc1ccc(SC(F)F)cc1)C1CCCCC1	22	3
14	CN(Cc1ccccc1)C(=O)c1cnc(Cc2c[nH]c3ccccc23)c(I)c1	6	-5
15	CCN(CC)S(=O)(=O)c1cccc(NC(=O)c2ccc(Sc3nncn3C)c([N+](=O)[O-])c2)c1	34	-40
16	COc1ccc(/C=C/C(=O)OCC(=O)N2CCc3ccccc32)cc1	-3	2
17	CCCn1c(SCC(=O)N(CC)c2c(N)n(Cc3ccccc3)c(=O)[nH]c2=O)nnc1-c1ccncc1	4	-3
18	COc1ccccc1/C=C(/NC(=O)c1ccc(Cl)cc1Cl)C(=O)O	-8	5
19	CCC(C)NC(=O)C1c2cc(OC)c(OC)cc2C(=O)N(C)C1c1ccc(OC)cc1 (stereo not given)	-4	1
20	COc1ccc(-n2c(=O)c3c4c(sc3n(CC(=O)Nc3cc(C)[nH]n3)c2=O)CCC4)c(OC)c1	25	-3
21	CC1(C)Oc2ccc(C(=O)N3CCCC3)cc2N(CC(=O)NCc2ccccc2)C1=O	3	-5
22	O=C1C2C3C=CC(C3)C2C(=O)N1c1ccc(N2CCN(c3ccccn3)CC2)c([N+](=O)[O-])c1 (stereo not given)	-9	-3
23	O=c1[nH]c(CSc2ccccn2)nc2c1oc1ccccc12	-4	15
24	CC1(c2ccc3ccccc3c2)NC(=O)N(CC(=O)N2CCN(Cc3ccc(C#N)cc3)CC2)C1=O (stereo not given)	-22	-19
25	O=C1CN(C(=O)COc2ccc(Br)cc2)c2ccccc2N1	-2	-11
26	c1ccc(C[C@H]2CNCCN2CCc2cccc3ccccc23)cc1	16	3
27	CCCCOc1ccc(NC(=O)CSc2cccc3cccnc23)cc1	12	-1
28	Cc1ccc(NC(=O)C(C)Sc2nnc(-c3cccnc3)o2)cc1 (stereo not given)	9	-10
29	O=C(COC(=O)C1=COCCO1)NCc1ccc(F)cc1	-1	-3
30	COc1ccc(NC(=O)CN(C)C(=O)CCC2CCCC2)cc1	-18	-3
31	Cc1nn(Cc2ccccc2Cl)c(C)c1NC(=O)NC12CC3CC(CC(C3)C1)C2	19	0
32	COC(CN1CCc2c(C)nc3c(C#N)cnn3c21)OC	-5	0
33	COc1cc2c(C#N)c(N3CCN(c4ccccc4OC)CC3)nc(N)c2c(N)n1	31	14
34	CCn1c(P(C)(=O)O)nc2cc(NC(=O)c3ccccc3Cl)ccc21	-2	-6
35	COc1cc(/C=C2\SC(=O)N(CCNC(=O)c3sc4cc(F)ccc4c3Cl)C2=O)cc(OC)c1OC	10	-8
36	C#CCOCCOCCOCCNc1nc(N2CCOCC2)nc(N2CCN(C(=O)[C@H](C)n3cc(CCC(=O)O)nn3)CC2)n1	-1	-1
37	COc1ccc(NC(=O)C2C(c3ccccc3)C2(Cl)Cl)c(OC)c1 (stereo not given)	-14	4
38	COc1ccc(C(=O)Nc2ccc(-c3nnn(CC(=O)NCc4ccco4)n3)cc2)cc1	53*	-14*
39	Cc1nc2cc(Cc3ccccc3)ccc2o1	-10	1
40	CCOCCCNC(=O)N[C@H](C(=O)OC)C(C)CC (stereo not given in full)	-9	5
41	O=C(CN1C(=O)NC2(CCc3ccccc3C2)C1=O)NCc1ccco1 (stereo not given)	18	-16
42	CC(C)C(=O)N1CCN(c2c(Cl)cccc2[N+](=O)[O-])CC1	1	-5
43	CCn1c(SCC(=O)c2ccc(OC)cc2)nnc1C(C)NC(=O)c1ccc(OC)cc1 (stereo not given)	2	-5
44	CC(C)(Sc1ccc(CCN(CCCCC2CCCCC2)C(=O)NC2CCCCC2)cc1)C(=O)O	-1	-9
45	COc1ccc(CNC(=O)C(=O)NCC2OCCN2S(=O)(=O)c2ccc3c(c2)OCCO3)cc1 (stereo not given)	1	2
46	CN(Cc1ccccc1)C(=O)Cc1ccccc1	-19	3
47	O=S(=O)(c1ccccc1)c1cccc(S(=O)(=O)N2CCCCC2)c1	-9	-2
48	OCC1(Cc2ccccc2)CCN(Cc2ccc(C(F)(F)F)cc2)CC1	-21	5
49	O=C(Cc1cc(=O)[nH]c(=O)[nH]1)NCC1CCCO1 (stereo not given)	1	-2
50	COCCN(C(=O)COC(=O)c1cc2c(s1)CCC2)c1c(N)n(Cc2ccccc2)c(=O)[nH]c1=O	0	6
51	COc1cc(C(=O)OCC(=O)N(C)Cc2ccccc2)cc(OC)c1OC	4	-2
52	CCOC1=NN(c2ncc(C(F)(F)F)cc2Cl)C(=O)C1	-9	4
53	COc1ccc(C(=O)/C(=C\c2ccco2)N2C=CC=CC2=C(C#N)C#N)cc1	-27	-42
54	O=C(Nc1ccc2c(c1)OCCO2)C1CCN(S(=O)(=O)c2ccccc2)CC1	2	-10
55	CC(C)n1nc(C(=O)Nc2cccc(S(=O)(=O)N3CCCCC3)c2)c2ccccc2c1=O	-11	2
56	O=C(O)C1CC=CCC1C(=O)N1CC=C(c2ccccc2)CC1 (stereo not given)	3	-5
57	CC1(C(=O)NS(=O)(=O)C2CC2)CCN(C(=O)c2cccc(OC(F)(F)F)c2)C1 (stereo not given)	-1	6
58	O=C(COc1ccc([N+](=O)[O-])cc1)Nc1cccc(C(=O)Nc2ccccc2C(=O)O)c1	6	4
59	Cc1[nH]n(-c2ccccc2)c(=O)c1/C=N/NC(=O)c1cccc([N+](=O)[O-])c1	20	-10
60	C[C@@H]1CN(C2CCN(Cc3nc(C(c4ccccc4)c4ccccc4)no3)CC2)C[C@H](C)O1	-5	9

An excerpt of these results, with each value named.
[49] O=C(Cc1cc(=O)[nH]c(=O)[nH]1)NCC1CCCO1 (stereo not given)
  H9c2 TAG inh: 1 | H9c2 TAG inh DAPI viability: -2
[50] COCCN(C(=O)COC(=O)c1cc2c(s1)CCC2)c1c(N)n(Cc2ccccc2)c(=O)[nH]c1=O
  H9c2 TAG inh: 0 | H9c2 TAG inh DAPI viability: 6
[51] COc1cc(C(=O)OCC(=O)N(C)Cc2ccccc2)cc(OC)c1OC
  H9c2 TAG inh: 4 | H9c2 TAG inh DAPI viability: -2
[52] CCOC1=NN(c2ncc(C(F)(F)F)cc2Cl)C(=O)C1
  H9c2 TAG inh: -9 | H9c2 TAG inh DAPI viability: 4

(continued)
item	mol	H9c2 TAG inh	H9c2 TAG inh DAPI viability
61	NS(=O)(=O)c1ccc(CCn2c(=S)[nH]c3ccccc3c2=O)cc1	4	-1
62	COC(=O)[C@H]1C[C@@]2(O)CN(S(=O)(=O)c3ccc(C)cc3)C[C@@]2(OC(=O)NCc2ccco2)C[C@H]1C(=O)OC	-1	-10
63	CC(=O)OCC(=O)N1N=C(c2ccc3ccccc3c2)CC1c1ccccc1 (stereo not given)	9	-3
64	O=C(O)c1ccc(NCCC2=CCCCC2)c([N+](=O)[O-])c1	-5	10
65	O=C1CCc2cc(S(=O)(=O)Nc3ccccc3)cc3c2N1CCC3	-9	10
66	CCOc1cc(N2CCOCC2)c(OCC)cc1NC(=O)c1nc2nc(C)cc(C)n2n1	13	3
67	Cn1c(CNC(=O)Nc2ccccc2)nnc1SCc1ccccc1	-58	-5
68	CCc1cc(=O)oc2cc(C)c3c(C)coc3c12	-19	21
69	CC(C)Cn1c(=S)[nH]c2cc(C(=O)NCc3ccccc3F)ccc2c1=O	1	-2
70	O=C(NCc1ccccc1)c1ccc(NC(=O)C2CCCCC2)cc1	3	-11
71	Cc1ccccc1NC(=O)c1sc2nc3c(c(-c4ccco4)c2c1N)CCCC3	14	14
72	Cc1ccc(NC(=O)c2cc(C(=O)Nc3ccc(C)cc3)n(C)n2)cc1	-4	-4
73	COc1ccc(CN(C)CCCn2ccc(N)nc2=O)cc1OC	-3	10
74	O=C(COC(=O)c1ccc([N+](=O)[O-])cc1Cl)NCc1ccco1	-6	5
75	COc1cccc2sc(=NC(=O)CS(=O)(=O)c3ccc(Cl)cc3)n(C)c12	-29	8
76	CC1CC(=O)c2cnc(Nc3cccc(C(F)(F)F)c3)nc2C1 (stereo not given)	-3	12
77	CCCCN(C(=O)CC1CCCC1)c1c(N)n(Cc2ccccc2)c(=O)[nH]c1=O	6	-9
78	Cc1ccc(OCc2nnc(SCC(=O)O)n2-c2ccccc2)cc1	-1	8
79	O=C(NC1CCCCC1)c1ccc(Cn2cc(Cl)cn2)cc1	6	18
80	CCCNC(=O)C1CC(=O)N(c2ccc(OCc3ccccc3)cc2)C1 (stereo not given)	-5	-3
81	Cc1cc(C)c(C)c(OCCCCN2CCCCC2)c1	-1	12
82	Cc1csc(NC(=O)CSc2nnc(-c3ccccc3)o2)n1	-11	0
83	Cc1nc2ncnn2c(C)c1CCC(=O)N1CCN(Cc2ccccc2)CC1	3	4
84	Cc1ccc(NC(=O)C(C)N2CCCc3ccccc32)cc1S(=O)(=O)N1CCOCC1 (stereo not given)	-33	6
85	Cc1ccc(S(=O)(=O)N2CCCC2C(=O)OCC(=O)Nc2ccc3c(c2)OCO3)cc1 (stereo not given)	17	-3
86	CC(C)c1nnc(SCC(=O)N2CCOCC2)n1C	-3	1
87	CCN(CC)CCn1c(NC(=O)c2ccccc2O)nc2ccccc21	29	14
88	CCN(C(=O)c1ccc(C(C)(C)C)cc1)c1nnc(Cn2nnc3ccccc32)s1	-30	-3
89	O=C(O)c1ccc(/C=C2\SC(=Nc3ccccc3)N(c3ccccc3)C2=O)cc1	-11	1
90	O=C1COc2ccc(C(=O)COC(=O)CNC(=O)c3ccco3)cc2N1	-7	8
91	Cn1nc(C(=O)Nc2nc(-c3ccc(F)cc3)cs2)ccc1=O	-4	3
92	COc1ccccc1NS(=O)(=O)c1ccc(O)c(C(=O)OCC(=O)c2ccc(Cl)cc2Cl)c1	3	3
93	C[C@@H]1ON(C2CCCCC2)[C@H]2c3nc4ccccc4n3C[C@@H]12	-5	0
94	O=C(CS(=O)(=O)c1ccccc1)N1CCCCC1	10	-3
95	O=C(O)CCCCc1nc2ccccc2s1	-20	13
96	O=S1(=O)CCN(C(CCO)c2cccc(C(F)(F)F)c2)CC1 (stereo not given)	-5	-2
97	Nc1nc(N)nc(-c2cc(F)ccc2O)n1	2	4
98	NC(=O)CCS(=O)(=O)c1ccc(Cl)cc1	1	-11
99	CC(C)(C)NC(=O)CSc1nnc(-c2c[nH]c3ccccc23)o1	7	4
100	Cc1csc2nc(CNC(=O)C3CC=CCC3C(=O)O)cn12 (stereo not given)	-4	3

Some of these compounds in order of SMILES length, ascending:
item	mol	H9c2 TAG inh	H9c2 TAG inh DAPI viability
81	Cc1cc(C)c(C)c(OCCCCN2CCCCC2)c1	-1	12
99	CC(C)(C)NC(=O)CSc1nnc(-c2c[nH]c3ccccc23)o1	7	4
83	Cc1nc2ncnn2c(C)c1CCC(=O)N1CCN(Cc2ccccc2)CC1	3	4

The main list resumes with the 2 entries that preceded the break.
item	mol	H9c2 TAG inh	H9c2 TAG inh DAPI viability
99	CC(C)(C)NC(=O)CSc1nnc(-c2c[nH]c3ccccc23)o1	7	4
100	Cc1csc2nc(CNC(=O)C3CC=CCC3C(=O)O)cn12 (stereo not given)	-4	3
101	COc1ccc(-c2nnc(N)s2)cc1OC	3	4
102	Cc1ccc2c(c1)[C@H]1[C@H](CO2)[C@H](c2ccccc2)[C@]2(C)C(=O)N(Cc3ccco3)CC(=O)N12	4	4
103	COc1cccc(/C=N/N=C(\N)c2nonc2N)c1O	-10	15
104	CCCS(=O)(=O)N1CCCC(C(=O)NCCCN2CCN(c3cccc(Cl)c3)CC2)C1 (stereo not given)	-9	4
105	CCCC(C)NC(=O)COc1ccc(S(=O)(=O)N2CCCC2)cc1 (stereo not given)	-9	-3
106	CCCCNC(=O)C1(C)CCCCN1C(=O)c1cc(C)n(C(C)(C)C)n1 (stereo not given)	4	-3
107	COc1ccc(C(=O)NCC(=O)OC2CCCCC2=O)cc1 (stereo not given)	9	-7
108	Cc1cc(C)n(-c2ccc(C(=O)OC(C)C(=O)Nc3ccc(C(N)=O)cc3)cc2)n1 (stereo not given)	-3	4
109	COCCN1C(=O)c2ccc(C(=O)Nc3cccnc3)cc2C1=O	-5	3
110	O=C(CCCn1c(=O)[nH]c2cc(Cl)ccc2c1=O)NC1CCCCCC1	4	16
111	N#Cc1ccc(C(=O)Nc2cc(-c3ccccc3)nn2-c2ccccc2)cc1	-4	-3
112	COc1ccc(N2C(=O)CC(N3CCCCC3)C2=O)cc1 (stereo not given)	-2	5
113	CN(c1cccc(NC(=O)c2ccc(N(C)S(=O)(=O)c3ccccc3)cc2)c1)S(C)(=O)=O	-10	-14

High-throughput results from PubChem BioAssay.

Only part of the results is shown; count on the stated rates, not on these rows.
